Yfh1-depleted yeast = enhancers of respiration in Yfh1-depleted yeast, dose response, Friedreich's ataxia, plus single-dose screen (AID 1465); actives 0.074% (n = 220,000); one-dose fold induction at 50 µM; EC50 in µM for titrated hits; S. cerevisiae Yfh1-off respiration, WST-1 reduction, 72 h; higher fold induction means a stronger effect;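 active = fold induction of absorbance versus untreated yeast above a set limit, then at least 30% activation at any dose in follow-up; inconclusive = repeats straddling the limit, or above it without dose testing; inactive = fold induction below the set limit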;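 note: activators that raise dye reduction in frataxin-depleted yeast; strong numbers were not always called active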
KOR beta-arrestin-1 = kappa opioid receptor activators – cell-based, luminescence, uHTS, primary screen (AID 1777); KOR beta-arrestin recruitment, luminescence; higher % means a stronger effect; activation, % at 10 µM; hits with a dose series show EC50 in µM; actives 0.02% (n = 280,000); in the data active = activation above about 50%, passing the limit was not always enough; note: a part of the inactive calls stands beside numbers as strong as those of hits
HIV fusion peptide = cell-free HIV fusion peptide-binding blockers – biochemical, uHTS, fluorescence dequenching, primary screen (AID 1986); actives 0.3% (n = 290,000); cell-free peptide binding, fluorescence dequenching, 30 min; higher % means a stronger effect; one-dose inhibition, % at 20 µM; IC50 in µM for titrated hits; in the data active = inhibition mostly above about 52%, no sharp cut-off; inactive = mostly below about 76%; note: some results filed as inactive read as strong as hits
NOD1 NF-kB reporter = inhibition of NOD1-driven NF-kB reporter – cell-based, luminescence, uHTS, primary screen (AID 1578); NOD1-driven NF-kB luciferase reporter cells, luminescence; higher % means a stronger effect; inhibition, % at 4 µM; hits with a dose series show EC50 in µM; actives 1% (n = 290,000); in the data active = inhibition mostly above about 36%, no sharp cut-off; inactive = mostly below about 34%;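 note: HEK-293T reporter cells stimulated with the NOD1 agonist gamma-tri-DAP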
AID2073 = inhibitors of Mint1-CaV2.2 protein interaction, biochemical, HTRF (AID 2073). inhibition, % at 20 µM, or IC50 in µM where a hit was titrated. HTRF protein-protein interaction, Mint1-CaV2.2; higher % means a stronger effect. actives 0.19% (n = 290,000); in the data active = inhibition mostly above about 51%, no sharp cut-off; inconclusive = no clear call, values can overlap the other calls; inactive = mostly below about 53%; note: some results filed as inactive read as strong as hits
NOD2 inhibition = NOD2 signaling inhibitors, cell-based, luminescence, uHTS, HEK293 (AID 1566) | HEK293 NOD2/NF-kB luciferase reporter, luminescence; higher % means a stronger effect | one-dose inhibition, % at 4 µM; EC50 in µM for titrated hits | actives 0.63% (n = 290,000); note: many of its hits are not listed in these tables
KOR beta-arrestin-2 = kappa opioid receptor blockers – cell-based, luminescence, uHTS (AID 1778) | KOR beta-arrestin recruitment, luminescence, antagonist mode; higher % means a stronger effect | actives 0.091% (n = 290,000) | inhibition, % at 10 µM, or IC50 in µM where a hit was titrated; note: strong numbers were not always called active
West Nile antiviral = West Nile virus antiviral activity, cell-based, CPE readout (AID 1621) | West Nile virus-infected cells, CPE inhibition; higher % means a stronger effect | actives 0.02% (n = 290,000) | CPE inhibition, % at 10 µM; hits with a dose series show IC50 in µM; in the data active = a potency from the dose series; inconclusive = CPE inhibition mostly from about 3.7% at the one dose, without a potency; inactive = the rest, 99 in 100 with CPE inhibition below about 2.2%; note: strong numbers were not always called active
NS5 inhibitors = flavivirus cap methylation enzyme inhibition – biochemical, confirmation dose response, primary screen (AID 588689). actives 0.3% (n = 340,000). inhibition, % at 25 µM, or IC50 in µM where a hit was titrated. Dengue-2 NS5 methyltransferase capping enzyme assay, biochemical; higher % means a stronger effect; in the data active = a potency from the dose series; inconclusive = inhibition above about 29% without an active follow-up result
NS5 inhibitors pilot replicate = also measured in NS5 inhibitors; calls as there; inhibition, %; measured here: pilot screen replicate inhibition
* marks the source's active call; other numbers are inactive results; i = inactive; ? = inconclusive; nt = not tested or not shown; [ ] = remark or other dose. Cut-off read from the data, not from the text of the source, unless noted: active = inhibition above about 50%; inactive = the rest. Only part of the results is shown; rates above refer to the full screens.

SMILES	Yfh1-depleted yeast	KOR beta-arrestin-1	HIV fusion peptide	NOD1 NF-kB reporter	AID2073	NOD2 inhibition	KOR beta-arrestin-2	West Nile antiviral	NS5 inhibitors	others
CCCn1cnc2scc(-c3ccc(C)c(C)c3)c2c1=O	nt	-0.9%	1.6%	-11.6%	3.0%	2.7%	-13.8%	-0.3%	-4.6%	NS5 inhibitors pilot replicate=2.1
COc1cc(-c2nn3c(C4CCCCC4)nnc3s2)cc(OC)c1OC	i	0.7%	-2.0%	-9.3%	10.2%	-12.5%	-4.1%	0.8%	-0.7%
Cc1ccc(S(=O)(=O)N(C)CC(=O)N2CC(C)OC(C)C2)cc1 (configuration not stated)	nt	-1.4%	-0.1%	9.7%	9.6%	4.9%	1.4%	-0.8%	-3.9%
O=C(O)c1ccccc1-c1ccccc1C(=O)NCc1ccco1	i	-4.6%	7.8%	-5.9%	8.1%	6.3%	17.0%	0.3%	0.0%
CCN(CC)CCCN(C(=O)c1ccccc1F)c1nc(-c2ccc(OC)cc2)cs1	nt	0.9%	-0.5%	-31.4%	-0.2%	-1.6%	-64.3%[20 µM]	0.3%	nt
Cc1cc(NC(=O)CSc2nc(CC(C)(C)C)nc3c2c(=O)n(C)c(=O)n3C)no1	i	-5.0%	-1.0%	-4.6%	?	-4.2%	22.9%	-0.4%	-3.4%
Cc1ccc(-c2nc(SCC(=O)NCC3CCCO3)c(-c3ccccc3)[nH]2)cc1 (configuration not stated)	i	3.0%	1.5%	-12.5%	-10.8%	16.8%	-27.3%	0.5%	-2.8%
CCOC(=O)c1ccc(NC(=O)CN(c2ccc(C)cc2)S(=O)(=O)c2c(C)n[nH]c2C)cc1	nt	-0.6%	-0.3%	5.0%	-2.4%	25.7%	-8.2%	nt	-0.8%
Cc1cccc(NS(=O)(=O)c2ccc(C(=O)NCC(C)(C)N3CCOCC3)cc2)c1C	nt	0.1%	1.4%	15.0%	-6.1%	35.3%	1.2%	-0.6%	-2.6%
COc1cccc(CNS(=O)(=O)/C=C/c2ccc(OC)c(OC)c2)c1	i	2.8%	-0.5%	-2.3%	-1.5%	11.6%	-9.3%	-0.6%	-9.0%
CN(c1cccc(NC(=O)c2ccccc2N(C)S(=O)(=O)c2ccccc2)c1)S(C)(=O)=O	i	-2.8%	-1.2%	-4.0%	-6.0%	11.0%	nt	-1.1%	0.0%
CCOC(=O)N1CCN(c2c(-c3ccc(C(C)C)cc3)c(=O)c2=O)CC1	i	-1.0%	-1.2%	0.5%	4.9%	0.8%	12.2%	-0.2%	0.0%

An excerpt from further up:
SMILES	Yfh1-depleted yeast	KOR beta-arrestin-1	HIV fusion peptide	NOD1 NF-kB reporter	AID2073	NOD2 inhibition	KOR beta-arrestin-2	West Nile antiviral	NS5 inhibitors	others
CCCn1cnc2scc(-c3ccc(C)c(C)c3)c2c1=O	nt	-0.9%	1.6%	-11.6%	3.0%	2.7%	-13.8%	-0.3%	-4.6%	NS5 inhibitors pilot replicate=2.1
COc1cc(-c2nn3c(C4CCCCC4)nnc3s2)cc(OC)c1OC	i	0.7%	-2.0%	-9.3%	10.2%	-12.5%	-4.1%	0.8%	-0.7%
Cc1ccc(S(=O)(=O)N(C)CC(=O)N2CC(C)OC(C)C2)cc1 (configuration not stated)	nt	-1.4%	-0.1%	9.7%	9.6%	4.9%	1.4%	-0.8%	-3.9%
O=C(O)c1ccccc1-c1ccccc1C(=O)NCc1ccco1	i	-4.6%	7.8%	-5.9%	8.1%	6.3%	17.0%	0.3%	0.0%
CCN(CC)CCCN(C(=O)c1ccccc1F)c1nc(-c2ccc(OC)cc2)cs1	nt	0.9%	-0.5%	-31.4%	-0.2%	-1.6%	-64.3%[20 µM]	0.3%	nt
Cc1cc(NC(=O)CSc2nc(CC(C)(C)C)nc3c2c(=O)n(C)c(=O)n3C)no1	i	-5.0%	-1.0%	-4.6%	?	-4.2%	22.9%	-0.4%	-3.4%
Cc1ccc(-c2nc(SCC(=O)NCC3CCCO3)c(-c3ccccc3)[nH]2)cc1 (configuration not stated)	i	3.0%	1.5%	-12.5%	-10.8%	16.8%	-27.3%	0.5%	-2.8%

(further entries)
SMILES	Yfh1-depleted yeast	KOR beta-arrestin-1	HIV fusion peptide	NOD1 NF-kB reporter	AID2073	NOD2 inhibition	KOR beta-arrestin-2	West Nile antiviral	NS5 inhibitors	others
O=C(CCN1C(=O)/C(=C/c2ccccc2)SC1=S)Nc1ccccn1	nt	2.5%	1.3%	-22.8%	0.7%	7.7%	-20.2%	-0.2%	-6.2%
COc1cccc(CNS(=O)(=O)c2c(C(=O)N3CCCCC3)c(C)n(C)c2C)c1	nt	-4.2%	0.3%	-8.1%	6.4%	-0.9%	-50.9%	-0.1%	-8.8%
COc1ccc(CC(=O)Nc2cccc(SC)c2)cc1	i	6.6%	0.9%	52.7%	3.3%	6.7%	-31.1%	-0.6%	-12.1%
O=S(=O)(Nc1nc2ccccc2nc1Cl)c1ccc(Br)cc1	i	-1.4%	20.1%	nt	5.9%	nt	-6.1%	0.1%	-4.7%
CN(CCO)S(=O)(=O)c1ccc2c(c1)C(=O)c1cc(S(=O)(=O)N(C)CCO)ccc1-2	nt	4.0%	-1.3%	-24.3%	6.0%	7.6%	-19.1%[20 µM]	-0.4%	0.4%
COc1ccc(C(=O)O/N=C(\N)c2ccc(Br)cc2)cc1	nt	3.3%	0.3%	nt	14.5%	nt	1.9%	0.4%	-5.9%
COc1cccc(C2CCCCN(C)C2=O)c1 (configuration not stated)	i	4.5%	1.1%	-0.2%	14.1%	-4.0%	-18.4%	0.5%	-5.5%
C[C@H]1C(=O)N(C)CCN1Cc1cn(C)nc1-c1ccc(Oc2ccccc2)cc1	i	nt	0.2%	-2.0%	-13.4%	6.6%	-3.5%[20 µM]	-1.8%	-1.5%
CSCCC(NS(=O)(=O)/C=C/c1ccccc1)C(=O)O (configuration not stated)	i	-2.2%	2.6%	-24.4%	-9.0%	-2.0%	-13.4%	-0.5%	-7.5%
O=C(NCc1ccco1)C1CCCN1C(=O)Nc1ccc(Br)cc1 (configuration not stated)	nt	-5.8%	-0.9%	-26.4%	1.0%	12.9%	-52.5%	0.2%	-4.8%
COc1ccsc1NC(=O)OCc1ccc(Cl)cc1	nt	4.9%	-1.8%	-4.4%	-7.9%	-7.4%	20.6%	-0.6%	-7.2%
Cn1c(=O)cc(OCC(=O)NCc2ccccn2)c2ccccc21	i	3.1%	-0.7%	0.6%	4.4%	-7.4%	-14.5%	0.3%	0.0%	NS5 inhibitors pilot replicate=5.8
Cn1c(Sc2nc3ccccc3n2C)nc2ccccc21	i	-1.8%	-0.5%	15.1%	-3.2%	-4.0%	44.1%	0.4%	1.3%
Cc1cc(NC(=O)Cc2ccccc2)ccc1NC(=O)c1cccs1	i	nt	-0.6%	-32.5%	0.6%	0.5%	6.1%[20 µM]	-0.1%	-5.8%
Cc1cccc(/C=C2/C(=O)/C(=C/c3ccccc3C)C3CCC2N3C)c1 (configuration not stated)	i	-2.8%	-2.1%	-0.3%	-6.4%	-20.9%	26.3%	-0.2%	2.7%
Cc1cccc(Oc2ccc(C(=O)NC3CCSC3=O)cn2)c1C (configuration not stated)	i	-0.9%	-1.5%	-37.0%	-1.6%	8.1%	11.7%	0.1%	2.0%
CCOC(=O)CNC(=O)CSc1nnc(-c2cccc(C)c2)n1-c1ccc(OC)cc1	i	-3.9%	-2.5%	-13.0%	-0.4%	-4.6%	40.3%	0.0%	nt
Cc1nn(C)c(C)c1S(=O)(=O)NCCc1ccc(Cl)cc1	nt	-6.4%	1.1%	-45.8%	10.0%	-4.2%	-11.9%	-0.7%	-3.7%
CC(/C=C1\SC(=S)N(CCC(=O)Nc2nc(C)cs2)C1=O)=C\c1ccccc1	i	5.8%	3.9%	-6.2%	6.7%	0.6%	15.0%	-0.4%	-14.3%
Cn1c(=O)c2c(nc(Oc3ccccn3)n2C)n(C)c1=O	nt	2.0%	-1.3%	-0.2%	-2.9%	10.2%	-34.9%	nt	nt
CC1(C)CC(=O)C2=C(C1)N(Cc1ccc(F)cc1)C(=O)C2(NC(=O)c1cccnc1)C(F)(F)F (configuration not stated)	i	nt	0.2%	-15.1%	19.8%	6.7%	-20.6%	-0.2%	-4.8%	NS5 inhibitors pilot replicate=-3.5
Cc1cc(N(C)C)ccc1N=Nc1ccc2ncccc2c1	i	-4.5%	-4.9%	-9.4%	-3.0%	-211.2%	1.7%	-0.8%	5.2%
Cn1cc(/C=C2\SC(=O)N(c3ccc(O)cc3)C2=O)c2ccccc21	i	-2.6%	0.8%	1.5%	5.6%	24.9%	-12.0%	0.5%	-10.2%
CCCCCOc1ccc(C(=O)CCC(=O)Nc2ccc(NC(C)=O)cc2)cc1	nt	-11.1%	0.7%	-5.6%	12.6%	18.8%	-14.1%	-0.2%	1.6%
CSc1ccccc1OCc1cc(C(=O)N(C)Cc2cc(C)[nH]n2)no1	nt	1.9%	0.8%	-57.9%	-6.0%	-17.7%	-19.7%	-0.4%	-6.4%
COc1ccc(N(C(=O)c2ccco2)C(C(=O)NC2CCCC2)c2ccco2)cc1OC (configuration not stated)	nt	-1.3%	-2.5%	-1.2%	-0.9%	-3.9%	11.7%	0.2%	5.7%
O=C1c2cccc3cccc(c23)C(=O)N1CCN1CCN(C(=S)Nc2ccc(F)cc2)CC1	i	11.2%	-0.5%	-0.5%	-16.7%	4.2%	-14.4%	-0.6%	nt
COCCNC(=O)CSc1nc(-c2ccccc2)cs1	i	1.0%	3.5%	-17.7%	5.5%	-9.5%	-6.9%	-0.5%	-5.6%
CCOC(=O)c1cc(C)sc1/N=C/C1C(=O)CC(C)(C)CC1=O	i	13.2%	4.0%	-32.4%	-6.8%	5.1%	-13.3%	-0.3%	-4.5%
COc1cccc(/C=C2\SC(=O)N(CC(=O)NCCCn3ccnc3)C2=O)c1	nt	3.9%	-1.4%	2.8%	-3.1%	23.7%	-20.4%	-0.1%	-5.3%
CCC(=O)N1CN(S(=O)(=O)c2ccc(C)cc2)CC1C (configuration not stated)	i	-0.6%	-3.8%	-3.2%	-0.4%	16.1%	32.7%	-0.3%	-4.8%	NS5 inhibitors pilot replicate=-4.3
CC(C)CN(C(=O)C1CSC2(C)CCC(=O)N12)c1c(N)n(Cc2ccccc2)c(=O)[nH]c1=O (configuration not stated)	nt	-3.5%	1.5%	-39.8%	2.9%	-3.2%	4.0%	-0.3%	-0.7%
O=C(Nc1ccc2nc3n(c(=O)c2c1)CCCCC3)c1cc([N+](=O)[O-])ccc1F	nt	4.5%	0.0%	nt	8.5%	nt	-23.4%	-1.5%	-17.1%
Cc1nn(-c2cccc(C(F)(F)F)c2)c(Cl)c1/C=N/n1cnnc1	i	-2.3%	2.2%	-5.0%	-4.3%	7.9%	3.6%	-0.1%	-8.1%
C=C(Br)Cn1c(CCCC)nc2ccccc21	i	-2.4%	-1.9%	-8.0%	1.0%	-11.2%	9.8%	-0.5%	-3.9%
CCOC(=O)c1cccc(NC(=S)NCc2ccc(C)cc2)c1	i	0.7%	-0.5%	-27.9%	-8.9%	-10.0%	-14.4%	-0.9%	-9.3%

Screening results deposited in PubChem BioAssay by several laboratories.
